LEDGF integ inh: blocks HIV-1 LEDGF/p75-dependent DNA integration; inhibition, % at 3.7 µM; TR-FRET IN-LEDGF/p75 DNA integration, Eu/Cy5; AID 743269; actives 0.64% (n = 370,000);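 active = inhibition above the screen-wide mean plus 3 SD, cut at about 13% in these data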;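 also: signal is the Cy5 over europium emission ratio at 671 and 618 nm; 0% = plate median of compound wells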
MBD2 inh: MBD2-methylated oligo binding inhibition | actives 0.31% (n = 370,000) | Q9UBB5 | inhibition, % at 4.4 µM | TR-FRET, MBD2 binding to methylated oligonucleotide; in the data active = inhibition above about 13%
SIAE primary: inhibitors of human sialic acid acetylesterase SIAE; actives 0.69% (n = 370,000); Q9HAT2; inhibition, % at 9.66 µM; SIAE FP-Rh probe binding, fluorescence polarization;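 active = inhibition above a cutoff: mean of compounds within the control limits plus 3 SD of those, cut at about 17% in these data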;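 also: 0% = plate median of compound wells and 100% = probe without SIAE protein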
Target sequence (Q9HAT2 whole entry, looked up): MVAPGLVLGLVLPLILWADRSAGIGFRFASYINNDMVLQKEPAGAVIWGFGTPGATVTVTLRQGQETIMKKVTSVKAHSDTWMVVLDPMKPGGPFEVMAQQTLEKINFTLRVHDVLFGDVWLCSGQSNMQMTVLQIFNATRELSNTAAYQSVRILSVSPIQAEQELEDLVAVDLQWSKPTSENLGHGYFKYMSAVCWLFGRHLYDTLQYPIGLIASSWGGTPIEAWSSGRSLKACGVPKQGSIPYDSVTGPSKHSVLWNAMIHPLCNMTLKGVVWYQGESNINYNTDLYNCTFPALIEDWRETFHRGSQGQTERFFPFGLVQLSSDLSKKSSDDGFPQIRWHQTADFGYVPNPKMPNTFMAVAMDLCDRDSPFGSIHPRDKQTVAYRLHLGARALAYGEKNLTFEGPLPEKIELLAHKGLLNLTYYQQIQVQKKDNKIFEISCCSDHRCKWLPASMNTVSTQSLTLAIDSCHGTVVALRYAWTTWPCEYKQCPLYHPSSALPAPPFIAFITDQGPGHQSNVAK
rCAG RNA binder: r(CAG) repeat RNA binding | TO-PRO-1 dye displacement fluorescence | inhibition, % at 3 µM | actives 1.3% (n = 370,000);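 active = inhibition above the plate cutoff, the mean of all test compounds on that plate plus 3 SD, cut at about 35% in these data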;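 also: 0% = DMSO alone and 100% = 100 µM mitoxantrone as full dye displacement; higher means more dye released from RNA so lower well fluorescence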
PRMT1 FP inh: blocks human protein arginine methyltransferase 1 | Q99873 | recombinant PRMT1, activity-based probe fluorescence polarization | inhibition, % at 2.79 µM | actives 1.3% (n = 370,000) | AID 652257;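 active = inhibition above about 21% made by adding two undisclosed values, limit read from the data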
mABHD4 FP: ABHD4 (mouse) inhibition, primary FP screen; Q8VD66; purified mABHD4, FP-Rh probe fluorescence polarization; inhibition, % at 8.92 µM; actives 0.54% (n = 370,000); AID 720543;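 active = inhibition exceeding the mean over every tested compound plus 3 SD, cut at about 30% in these data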;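 also: 0% = plate median of compound wells and 100% = S159A mutant with DMSO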
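Material: mouse ABHD4 enzyme, wild type; Benchmarks: S159A mutant high control, sample median low control; Buffer or medium: HEPES pH 7.0, NaCl, Pluronic buffer; Signal: fluorescence polarization; Read-out: percent inhibition of probe binding, normalized to plate controls; Timing: pre-incubation 45 min, probe exposure 60 min, at 25 °C; Dosing: 8.92 µM, single dose.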
NPR2 activator: GC-B (human) receptor activation; actives 0.11% (n = 370,000); AID 1920062; activation, % at 10 µM; HEK293-GC-B cells, CNP EC30, cGMP TR-FRET; 0% at EC30 CNP, 100% saturating CNP;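 active = activation at 10 µM reaching about 35% in either raw or pattern-adjusted values, limit read from the data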
TCR-CD3 inh: human TCR-CD3 binding inhibition; inhibition, % at 9.4 µM; actives 0.37% (n = 360,000); TAMRA-labeled TCR probe fluorescence, biochemical; AID 651800; in the data active = inhibition above about 19%;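 also: recombinant mutant TCR 2C K166C tagged with TAMRA read by polarization; 0% = receptor in buffer alone and 100% = receptor with positive control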
TDP2 absorb: TDP2 (human) inhibition, absorbance primary screen; O95551; recombinant TDP2, T5PNP hydrolysis, p-nitrophenol absorbance 415 nm; inhibition, % at 12.8 µM; actives 0.34% (n = 370,000); AID 720702;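 active = inhibition above the mean of all tested compounds plus 3 SD, set per campaign, cut at about 25% in these data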;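 also: 0% = DMSO with enzyme and 100% = buffer with substrate but no TDP2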
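Read-out basis: percent inhibition. System: recombinant human TDP2. Buffer or medium: Mg2+-containing Tris-HCl buffer, pH 7.5. Repeats: single replicate. Timing: reaction 2 h, 37 °C. Benchmarks: high control without enzyme, low control DMSO plus TDP2. Probe or stimulus: 5 mM T5PNP. Doses: 12.8 µM only. Measured by: epi absorbance of p-nitrophenol freed from T5PNP by hydrolysis.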
HTRA1 inh: inhibitors of human serine peptidase HTRA1; Q92743; recombinant HTRA1, FP-rhodamine activity-based probe, fluorescence polarization; inhibition, % at 5.96 µM; actives 0.5% (n = 340,000); in the data active = inhibition above about 36%;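 also: 0% = enzyme with DMSO and 100% = wells lacking enzyme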
Target sequence (Q92743 whole entry, looked up): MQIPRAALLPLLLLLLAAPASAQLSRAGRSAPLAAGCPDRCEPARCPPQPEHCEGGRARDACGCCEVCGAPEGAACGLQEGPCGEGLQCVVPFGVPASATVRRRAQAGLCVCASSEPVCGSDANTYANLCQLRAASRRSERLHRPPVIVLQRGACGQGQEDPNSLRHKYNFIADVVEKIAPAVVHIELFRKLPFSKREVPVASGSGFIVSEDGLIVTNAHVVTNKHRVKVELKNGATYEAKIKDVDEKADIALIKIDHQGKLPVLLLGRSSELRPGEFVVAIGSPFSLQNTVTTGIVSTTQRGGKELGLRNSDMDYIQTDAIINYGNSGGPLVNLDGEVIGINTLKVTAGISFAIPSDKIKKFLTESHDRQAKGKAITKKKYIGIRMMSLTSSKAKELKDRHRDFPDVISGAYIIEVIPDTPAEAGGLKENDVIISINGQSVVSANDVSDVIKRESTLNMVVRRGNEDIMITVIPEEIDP
The depositor's hits bear a star. The list is partial, so the mix of outcomes need not match the whole.

How did COc1cc(C(=O)OCC(=O)N2CCCCC2C)ccc1OCc1c(C)noc1C (centres undefined) do in these assays?
LEDGF integ inh: -4; MBD2 inh: 0; SIAE primary: -3; rCAG RNA binder: -8; PRMT1 FP inh: 1; mABHD4 FP: -1; NPR2 activator: 1; TCR-CD3 inh: 5; TDP2 absorb: 2; HTRA1 inh: 9

What do the screens show for `Cc1sc2ncnc(Nc3ccccc3)c2c1C`?
LEDGF integ inh: 2; MBD2 inh: 0; SIAE primary: 5; rCAG RNA binder: 4; PRMT1 FP inh: -1; mABHD4 FP: -1; NPR2 activator: -6; TCR-CD3 inh: -4; TDP2 absorb: -21; HTRA1 inh: 0

Results for Cc1ccc(O)c(NC(=O)CCC2CCCCC2)c1 ?
LEDGF integ inh: 1; MBD2 inh: -2; SIAE primary: 8; rCAG RNA binder: 3; PRMT1 FP inh: 4; mABHD4 FP: -6; NPR2 activator: 6; TCR-CD3 inh: -2; TDP2 absorb: -3; HTRA1 inh: -12

Results for O=C(c1cccs1)N(Cc1cccc(F)c1)C1CCS(=O)(=O)C1 (centres undefined) ?
LEDGF integ inh: 3; MBD2 inh: -4; SIAE primary: 5; rCAG RNA binder: 1; PRMT1 FP inh: 3; mABHD4 FP: 3; NPR2 activator: 2; TCR-CD3 inh: 5; TDP2 absorb: 16; HTRA1 inh: 1

How did CC(C)COC(=O)c1ccc(NC(=O)C2C3CCC(C3)C2C(=O)O)cc1 (centres undefined) do in these assays?
LEDGF integ inh: 2; MBD2 inh: -1; SIAE primary: 4; rCAG RNA binder: 0; PRMT1 FP inh: 1; mABHD4 FP: 1; NPR2 activator: 3; TCR-CD3 inh: -4; TDP2 absorb: 7; HTRA1 inh: 6

What do the screens show for `COc1ccccc1NS(=O)(=O)NC(=O)c1c(C)[nH]c2ccccc12`?
LEDGF integ inh: -1; MBD2 inh: 5; SIAE primary: 6; rCAG RNA binder: 5; PRMT1 FP inh: -4; mABHD4 FP: 5; NPR2 activator: 1; TCR-CD3 inh: 8; TDP2 absorb: 3; HTRA1 inh: 1

How did Nc1nc(Nc2ccccc2F)nc(NCc2ccco2)c1[N+](=O)[O-] do in these assays?
LEDGF integ inh: 4; MBD2 inh: 7; SIAE primary: -4; rCAG RNA binder: 14; PRMT1 FP inh: 10; mABHD4 FP: -19; NPR2 activator: -7; TCR-CD3 inh: 1; TDP2 absorb: -9; HTRA1 inh: -24

Results for Cc1onc(-c2c(Cl)cccc2Cl)c1C(=O)N=C(N)N1CCOCC1 ?
LEDGF integ inh: 2; MBD2 inh: 0; SIAE primary: 3; rCAG RNA binder: -5; PRMT1 FP inh: -1; mABHD4 FP: -3; NPR2 activator: 2; TCR-CD3 inh: 7; TDP2 absorb: 18; HTRA1 inh: -7

How did CCCCOC(=O)CSc1nc(N)c(C#N)c(-c2ccc(OCC)cc2)c1C#N do in these assays?
LEDGF integ inh: 0; MBD2 inh: 4; SIAE primary: -5; rCAG RNA binder: -3; PRMT1 FP inh: -1; mABHD4 FP: -2; NPR2 activator: 23; TCR-CD3 inh: 4; TDP2 absorb: 3; HTRA1 inh: 8

How did Nc1nnn(CC(=O)N/N=C/c2ccncc2)n1 do in these assays?
LEDGF integ inh: -4; MBD2 inh: -3; SIAE primary: -4; rCAG RNA binder: 3; PRMT1 FP inh: 5; mABHD4 FP: 4; NPR2 activator: 2; TCR-CD3 inh: -3; TDP2 absorb: -6

How did CC(C)c1ccc(NC2CCCN(C(=O)c3ccncc3)C2)cc1 (centres undefined) do in these assays?
LEDGF integ inh: 0; MBD2 inh: 7; SIAE primary: 2; rCAG RNA binder: -5; PRMT1 FP inh: 6; mABHD4 FP: -1; NPR2 activator: -1; TCR-CD3 inh: -5; TDP2 absorb: -8; HTRA1 inh: -1

How did COC(=O)C(Cc1ccc(O)cc1)NC(=O)CCc1nc2ccccc2s1 (centres undefined) do in these assays?
LEDGF integ inh: 0; MBD2 inh: 3; SIAE primary: -3; rCAG RNA binder: -1; PRMT1 FP inh: 2; mABHD4 FP: -2; NPR2 activator: -1; TCR-CD3 inh: -6; TDP2 absorb: 2; HTRA1 inh: -3

What do the screens show for `COc1ccc(NC(=O)C2Cc3c(-c4cccc(C(N)=O)c4)ccnc3O2)cn1` (centres undefined)?
LEDGF integ inh: 3; MBD2 inh: -2; SIAE primary: 0; rCAG RNA binder: 0; PRMT1 FP inh: -1; mABHD4 FP: 1; NPR2 activator: 2; TCR-CD3 inh: 0; TDP2 absorb: 4

Results for CCOc1ccc(N(CC(=O)NC2CCCCCC2)S(=O)(=O)c2c(C)noc2C)cc1 ?
LEDGF integ inh: 3; MBD2 inh: -1; SIAE primary: 3; rCAG RNA binder: 3; PRMT1 FP inh: 0; mABHD4 FP: -6; NPR2 activator: -16; TCR-CD3 inh: 0; TDP2 absorb: 4; HTRA1 inh: 0

Results for CCOc1ccccc1NC(=O)Nc1cnccn1 ?
LEDGF integ inh: 0; MBD2 inh: -5; SIAE primary: 0; rCAG RNA binder: 2; PRMT1 FP inh: -1; mABHD4 FP: 5; NPR2 activator: -1; TCR-CD3 inh: 3; TDP2 absorb: 0; HTRA1 inh: 6

How did CC(=O)N1CCN=C1SCc1cccc(Cl)c1 do in these assays?
LEDGF integ inh: 0; MBD2 inh: 0; SIAE primary: 0; rCAG RNA binder: -2; PRMT1 FP inh: -2; mABHD4 FP: 7; NPR2 activator: 6; TCR-CD3 inh: -1; TDP2 absorb: 11; HTRA1 inh: 1

How did CCS(=O)(=O)N1CCCC(C(=O)NCCc2ccc(C)cc2)C1 (centres undefined) do in these assays?
LEDGF integ inh: 0; MBD2 inh: 1; SIAE primary: 1; rCAG RNA binder: -3; PRMT1 FP inh: 0; mABHD4 FP: 1; NPR2 activator: 4; TCR-CD3 inh: 8; TDP2 absorb: 12; HTRA1 inh: 0

What do the screens show for `O=C(CSc1nnc(-c2ccccc2)c(-c2ccccc2)n1)Nc1ccc(Br)cn1`?
LEDGF integ inh: -1; MBD2 inh: 0; SIAE primary: -16; rCAG RNA binder: 6; PRMT1 FP inh: -1; mABHD4 FP: 4; NPR2 activator: -3; TCR-CD3 inh: 1; TDP2 absorb: 9; HTRA1 inh: 1

How did CC(C)n1c(=N)c(C(=O)NCCc2ccccc2)cc2c(=O)n3ccccc3nc21 do in these assays?
LEDGF integ inh: -1; MBD2 inh: -11; SIAE primary: 3; rCAG RNA binder: -3; PRMT1 FP inh: 1; mABHD4 FP: -2; NPR2 activator: 0; TCR-CD3 inh: 5; TDP2 absorb: -21; HTRA1 inh: -3

How did CCOc1ccccc1C(=O)NCC(=O)NCC(c1ccco1)N1CCCCC1 (centres undefined) do in these assays?
LEDGF integ inh: 1; MBD2 inh: 4; SIAE primary: 0; rCAG RNA binder: -6; PRMT1 FP inh: -3; mABHD4 FP: -11; NPR2 activator: 0; TCR-CD3 inh: -3; TDP2 absorb: -9; HTRA1 inh: 0

Results for CCN(CC)S(=O)(=O)c1ccc(C(=O)NCc2ccc(C)cc2)cc1 ?
LEDGF integ inh: -4; MBD2 inh: -2; SIAE primary: -7; rCAG RNA binder: 0; PRMT1 FP inh: 0; mABHD4 FP: 4; NPR2 activator: 2; TCR-CD3 inh: 4; TDP2 absorb: -3; HTRA1 inh: -8

How did CC(C)CC(=O)Nc1ccccc1N1CCN(C(=O)c2ccccc2)CC1 do in these assays?
LEDGF integ inh: -4; MBD2 inh: 0; SIAE primary: 3; rCAG RNA binder: -8; PRMT1 FP inh: -2; mABHD4 FP: 3; NPR2 activator: 6; TCR-CD3 inh: 2; TDP2 absorb: -3; HTRA1 inh: 2

How did Cc1cccc(CN2C(=O)CSc3ccc(C(=O)NC4CC4)cc32)c1 do in these assays?
LEDGF integ inh: -5; MBD2 inh: 3; SIAE primary: -7; rCAG RNA binder: -5; PRMT1 FP inh: 3; mABHD4 FP: 5; NPR2 activator: -4; TCR-CD3 inh: -7; TDP2 absorb: 3; HTRA1 inh: -7

What do the screens show for `CCCCCCSc1cccc(-c2nc3ccc(C)cn3c2NCc2ccccc2)c1`?
LEDGF integ inh: -4; MBD2 inh: -3; SIAE primary: 5; rCAG RNA binder: 0; PRMT1 FP inh: -1; mABHD4 FP: 26; NPR2 activator: 2; TCR-CD3 inh: 1; TDP2 absorb: 2; HTRA1 inh: 0

What do the screens show for `CNC(=O)c1cccnc1Nc1cccc(C(F)(F)F)c1`?
LEDGF integ inh: 1; MBD2 inh: 2; SIAE primary: -1; rCAG RNA binder: -3; PRMT1 FP inh: -1; mABHD4 FP: -15; NPR2 activator: -8; TCR-CD3 inh: 4; TDP2 absorb: 10; HTRA1 inh: -12

What do the screens show for `COc1ccc2[nH]cc(CCNC(=O)C3CCCCC3)c2c1`?
LEDGF integ inh: -1; MBD2 inh: -2; SIAE primary: 15; rCAG RNA binder: 0; PRMT1 FP inh: 2; mABHD4 FP: 4; NPR2 activator: 2; TCR-CD3 inh: -5; TDP2 absorb: 6; HTRA1 inh: 4

Results for CCOC(=O)C1=C(C)NC(=O)NC1c1cn(-c2ccccc2)nc1-c1cccs1 (centres undefined) ?
LEDGF integ inh: 1; MBD2 inh: 0; SIAE primary: 1; rCAG RNA binder: -2; PRMT1 FP inh: -3; mABHD4 FP: -6; NPR2 activator: -12; TCR-CD3 inh: 6; TDP2 absorb: 1; HTRA1 inh: -37

What do the screens show for `Cc1ccc(SCC(=O)NC2CC3CCC(C2)N3C)cc1` (centres undefined)?
LEDGF integ inh: -6; MBD2 inh: 8; SIAE primary: -3; rCAG RNA binder: 0; PRMT1 FP inh: 10; mABHD4 FP: -12; NPR2 activator: 4; TCR-CD3 inh: -5; TDP2 absorb: -23; HTRA1 inh: -3

How did Cc1cc(NC(=O)CSc2nccn2-c2cccc(Cl)c2)no1 do in these assays?
LEDGF integ inh: 1; MBD2 inh: -2; SIAE primary: 3; rCAG RNA binder: -4; PRMT1 FP inh: -3; mABHD4 FP: -1; NPR2 activator: -1; TCR-CD3 inh: 4; TDP2 absorb: 15; HTRA1 inh: -3

Results for O=C(O)COc1ccccc1/C=N/Nc1ccc(S(=O)(=O)Nc2ccc(Cl)cc2)cc1[N+](=O)[O-] ?
LEDGF integ inh: -4; MBD2 inh: 2; SIAE primary: 11; rCAG RNA binder: 84*; PRMT1 FP inh: 5; mABHD4 FP: 63*; NPR2 activator: -6; TCR-CD3 inh: 1; TDP2 absorb: -7; HTRA1 inh: 54*

What do the screens show for `O=C(c1cc2cc([N+](=O)[O-])ccc2oc1=O)N1CCN(c2ncccn2)CC1`?
LEDGF integ inh: -1; MBD2 inh: 3; SIAE primary: 3; rCAG RNA binder: 1; PRMT1 FP inh: -1; mABHD4 FP: -13; NPR2 activator: 5; TCR-CD3 inh: 7; TDP2 absorb: -2; HTRA1 inh: 3
